Screening data (PubChem BioAssay)
Insulin prom inh: TRM-6 insulin promoter activity inhibition; TRM-6 cells (human fetal islet line), insulin promoter-eGFP reporter, imaging; reporter expression induced with tamoxifen; inhibition, % at 2 µM; 130,000 tested, 0.9% active; AID 1273;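 active = inhibition above the mean plus 3 SD, with well images judged a real hit on visual review, cut at about 60% in these data, passing the limit was not always enough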
sdo1 growth: restores growth of sdo1-depleted yeast; z-score at 10 µM; 140,000 tested, 0.21% active; S. cerevisiae sdo1-depleted JHY4D growth rescue, OD600 30 h; stronger effect = higher value; pdr5 snq2 efflux-pump mutant strain; AID 817;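 active = z-score above 3 at both the 24 hr and the 30 hr optical density reads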;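 note: z-score against mean and SD of all compound wells on the same plate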
sdo1 growth Rescue 24 h: further read-out of sdo1 growth, marked with its call; z-score; S. cerevisiae sdo1-depleted JHY4D growth rescue, OD600; measured here: growth rescue at 24 h;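 0 is the plate mean of compound wells and units are plate SD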
Starred values were filed as active, the others as inactive; . = no result given; [ ] = dose if it differs, or a comment.

The first three compounds, to show the layout:
Values run as follows: Insulin prom inh, sdo1 growth, sdo1 growth Rescue 24 h
COc1ccc(N(CC(=O)NCc2ccc3c(c2)OCO3)S(=O)(=O)c2c(C)nn(C)c2C)cc1
 : ., 0.44, 1.77
CCCOc1ccc(C(=O)Nc2ccc(C)cc2[N+](=O)[O-])cc1
 : 10.0, -0.12, -0.35
CCn1nc(CC(=O)Nc2nnc(CC(=O)N3CCOCC3)s2)c2ccccc2c1=O
 : 31.4, 0.51, 0.28

The listing, previewed entries included:
Values run as follows: Insulin prom inh, sdo1 growth, sdo1 growth Rescue 24 h
COc1ccc(N(CC(=O)NCc2ccc3c(c2)OCO3)S(=O)(=O)c2c(C)nn(C)c2C)cc1
 : ., 0.44, 1.77
CCCOc1ccc(C(=O)Nc2ccc(C)cc2[N+](=O)[O-])cc1
 : 10.0, -0.12, -0.35
CCn1nc(CC(=O)Nc2nnc(CC(=O)N3CCOCC3)s2)c2ccccc2c1=O
 : 31.4, 0.51, 0.28
CCC1CCCCN1C(=O)CCc1nnc(Cc2c[nH]c3ccccc23)o1 (configuration not stated)
 : 21.7, ., .
Cc1nc2c(sc3nc4c(cc32)COC(C)(C)C4)c(=O)o1
 : ., 0.35, -0.6
CCC(C)(C)NC(=O)C(c1ccc(C)o1)N(C(=O)c1csnn1)c1cccc(F)c1 (configuration not stated)
 : -410.3, -0.22, -0.12
O=C(c1cncc(Br)c1)N1CCc2ccccc2C1
 : 85.7*, 0.08, -0.19
Cc1ccc(C(=O)N/C(=C\C=C\c2ccccc2)C(=O)NCc2ccco2)cc1
 : -21.2, -0.94, -0.69
O=C(O)c1ccccc1NC(=S)NC(=O)c1sc2ccccc2c1Cl
 : 8.3, ., .
COc1ccc(C(=O)OCC(=O)NC(=O)CCSc2ccccc2)cc1
 : -6.1, -1.02, -1
COc1cc(CNC(C)(C)C)cc(Br)c1OCc1cccs1
 : ., 0.71, 0.25
O=C(NCc1ccccn1)c1ccc(N2CCCC2=O)cc1
 : 14.3, 0.48, -0.13
C=CCc1c(O)nc(SCC(=O)c2ccccc2)[nH]c1=O
 : 28.9, 0.19, -0.4
CC1CCN(C(=O)CN(C2CCCCC2)S(C)(=O)=O)CC1
 : 27.3, 0.76, 1.04
CCOC(=O)c1ccc(C(=O)OCC)nc1
 : 0.0, 1.8, 2
Cc1ccc(N2CC(C(=O)O)CC2=O)cc1 (configuration not stated)
 : 44.4, ., .
CSc1nc2c(c(=O)[nH]1)C(c1cccs1)C1=C(CCCC1=O)N2 (configuration not stated)
 : ., 0.87, -0.53
Cc1cc(C)n2nc(SCC(=O)N(C)c3c(N)n(Cc4ccccc4)c(=O)[nH]c3=O)nc2n1
 : 18.2, ., .
O=C(NCc1ccccc1)NC1(C(=O)N2CCN(c3ncccn3)CC2)CCCCC1
 : ., 1.18, 0.77
Cc1ccc(S(=O)(=O)N2CCC(=O)N(CCOC(=O)Nc3ccc(C)c(C)c3)CC2)cc1
 : 5.0, 0.88, 0.95
COc1cccc(/C=N/NC(=O)c2ccc(COc3ccc(Cl)cc3Cl)o2)c1
 : ., -0.49, -0.15
Cc1ccccc1OC(=O)Cn1c(C(F)(F)F)nc2ccccc21
 : 5.9, 0.28, -0.03
N#Cc1ccc(C(c2nnnn2CCc2ccccc2)N2CCCCCC2)cc1 (configuration not stated)
 : -12.1, 0.99, -0.12
O=C(Nc1nc2c(s1)CCCC2)C1CCCN1C(=O)c1cccs1 (configuration not stated)
 : ., 0.58, -0.26
Cc1ccc(N(CC(=O)NC2CCCCCC2)S(=O)(=O)c2c(C)nn(C)c2C)cc1
 : ., -0.55, -1.32
O=S(=O)(c1cccs1)N1CCN(CC(O)COc2cccc(Br)c2)CC1 (configuration not stated)
 : -59.3, -0.88, -0.7
C/C(NC1CCCCC1)=C(/C#N)C(=O)NCCN1CCOCC1
 : ., -0.78, -0.84
CN(C)CCCNC(=O)CCc1nc2ccccc2c(=O)[nH]1
 : -54.3, 0.76, 0.52
COc1ccc2nc(C)cc(SCC(=O)Nc3c(C)cccc3C)c2c1
 : ., 0.36, 1.1
Cc1nc2c(nnn2Cc2ccccc2)c(=O)[nH]1
 : 35.0, ., .
CCCNc1ncnc2nc[nH]c12
 : ., 1.23, 0.95
COC(=O)c1cccc(NC(=O)c2cccs2)c1C
 : 40.0, 0.86, -1.15
CN1Cc2c(N3CCOCC3)nc(SCc3ccccc3)c(C#N)c2CC1(C)C
 : ., -0.49, -0.83
COc1ccc2cc(CCNC(=O)c3c(-c4ccccc4Cl)noc3C)c(=O)[nH]c2c1
 : ., -0.35, -0.45
CC(NCc1cccn1C)c1ccccc1 (configuration not stated)
 : 17.8, 1.17, 0.25
CCOc1cccc(OCCOCCN(C)Cc2ccccc2)c1
 : -23.1, -0.2, 0.33
O=C(CN1C(=O)c2cccc3cccc(c23)C1=O)N1CCN(c2ccccn2)CC1
 : 8.0, -0.89, -0.74
CCOC(=O)CN1CC23C=CC(O2)C(C(=O)Nc2ccc(OC)cc2OC)C3C1=O (configuration not stated)
 : ., -0.23, -0.6
CC1=Nc2ccc3ccccc3c2C1(C)C
 : -160.0, ., .
CC(NC(=O)Nc1ccc([N+](=O)[O-])cc1)C(c1ccccc1)N1CCOCC1 (configuration not stated)
 : -6.7, ., .
COc1ccc(N2CCN(C3CC(=O)N(C)C3=O)CC2)cc1 (configuration not stated)
 : -23.1, 1.01, 2.24
CCn1ncc(Br)c1C(=O)Nc1ccc(C(=O)OC(C)C)cc1
 : -20.7, -1.06, -0.94
O=C(COc1ccc(F)cc1)Nc1nnc(-c2ccncc2)s1
 : 8.6, -0.94, -0.22
Cc1cccc(NC(=S)NC2CCN(Cc3ccccc3)CC2)c1C
 : ., 0.65, 0.58
CC(=O)C1=C(C)NC(=O)NC1c1cc(Br)ccc1OCC(N)=O (configuration not stated)
 : -46.0, -0.62, -1.39
O=C(Nc1ccc(Cl)c(Cl)c1)Oc1ccc(NC(=O)c2ccco2)cc1
 : ., -0.86, -0.2
O=C(Nc1ccc(NC(=O)c2sc3ccccc3c2Cl)cc1)c1ccco1
 : ., -0.98, 0.27
CC1=C(C)[N+](=O)C2CCCCC2N1[O-] (configuration not stated)
 : 15.8, 0.25, -0.07
Cc1ccc(/C=N/n2c(C3CCCCC3)n[nH]c2=S)o1
 : -20.7, -0.92, -0.61
NS(=O)(=O)c1ccc(CNC(=O)C2CCCCC2)cc1
 : 5.4, 1.05, 0.59
Cc1ccc(C)c(NC(=S)NC(NC(=O)OCc2ccccc2)C(Cl)(Cl)Cl)c1 (configuration not stated)
 : -58.6, -0.32, -0.64
c1ccc(-c2onc3cc4c(cc23)OCCO4)cc1
 : -7.7, -0.56, -0.03
Cc1nn(-c2ccccc2Cl)c2sc(C(=O)Nc3nnc(C4CC4)s3)cc12
 : -11.1, 0.77, 2.82
C=CCSc1nnc(NC(=O)CSc2nc(CCC)cc(=O)[nH]2)s1
 : -453.3, 0.79, 0.6
CCNC(=O)COC(=O)c1csc2c1CCCC2
 : ., 0.56, 0.51
CCOC(=O)c1c(NC(=O)C2c3ccccc3Oc3ccccc32)sc(C(=O)N(CC)CC)c1C
 : ., -0.07, 0.18
CCOc1ccc(NC(=O)c2ccc(OC)cc2)cc1
 : -2.7, 0.23, 0.21
Cc1cc(C)c(S(=O)(=O)n2c([N+](=O)[O-])cnc2C)cc1C
 : -20.0, 0.78, 1.3
COC(=O)c1ccc(CSc2nncn2C)cc1
 : -11.5, 1.3, 0.13
CCC1CC(CSc2ncn[nH]2)OC1=O (configuration not stated)
 : 61.1, 0.48, 0.05

Next part
Values run as follows: Insulin prom inh, sdo1 growth, sdo1 growth Rescue 24 h
Cc1ccc2nc(N3CCCCC3)c(C=O)c(=O)n2c1
 : -23.1, ., .
O=C1NCCCC2c3cc(O)c4ccccc4c3OC12N1CCCCC1 (configuration not stated)
 : 45.0, -0.41, -0.58
CCOC(=O)CC(=O)Nc1c(C)cc(C)cc1C
 : 30.0, 0.28, 0.04
Cc1cccc2cc(CN(CC3CCCO3)C(=O)NC3CCCCC3)c(=O)[nH]c12 (configuration not stated)
 : 31.4, -0.24, -0.28
C/C(N)=C(/C#N)C(=O)COC(=O)c1cc(S(=O)(=O)N2CCCCC2)ccc1C
 : 27.5, 0.39, 0.47
O=C(COc1cccc2cccnc12)NCC(F)(F)F
 : -60.0, 0.16, -0.89
CCOC(=O)c1ccc2[nH]c3c(c2c1)CCCC3O (configuration not stated)
 : 28.6, ., .
COc1ccccc1COCC(O)CN(Cc1ccco1)Cc1ccccc1O (configuration not stated)
 : -2.7, -0.03, 0.59
OCCn1c(Cl)nc2ccccc21
 : -425.0, 0.6, 0.8
CN(C)S(=O)(=O)c1ccc(NC(=O)C2CC(=O)N(Cc3ccccc3)C2)cc1 (configuration not stated)
 : 0.0, ., .
CC(C)(C)C(=O)CSc1nc2c(c(-c3cccs3)c1C#N)CCC2
 : 20.0, 0.28, 0.98
COc1ccc(NC(=O)CCC(=O)OCc2ccc(Br)cc2)cc1
 : -13.3, 0.76, 0.28
CC(=O)Nc1ccc(S(=O)(=O)NCCN2CCOCC2)cc1
 : 0.0, -0.08, 0.07
CN1C(=O)c2ccc(S(=O)(=O)c3ccc(C(=O)O)cc3)cc2C1=O
 : ., 0.36, 0.28
COc1ccc(OC)c(NC(=O)Cn2cc(C#N)c3cc(Br)ccc32)c1
 : 44.8, -2.6, -1.22
COc1ccc(-n2c(SCC(N)=O)nc3sc4c(c3c2=O)CCN(C)C4)cc1
 : ., 1.3, 1.04
N#Cc1nc(COc2ccccc2)oc1N1CCC(Cc2ccccc2)CC1
 : 27.3, -1.08, -0.98
Cc1onc(-c2ccccc2Cl)c1C(=O)OCC(=O)Nc1cccc(S(=O)(=O)N2CCOCC2)c1
 : -10.5, ., .
Cc1cccc(N2CCN(C(=O)C3CCN(c4nnc(-n5cccc5)s4)CC3)CC2C)c1 (configuration not stated)
 : ., -0.06, -0.05
CCCC(CCC(=O)Nc1nccs1)C(=O)O (configuration not stated)
 : 27.8, ., .
CCOC(=O)COc1cc(Br)c(C2NC(=O)NC(C)=C2C(C)=O)cc1OCC (configuration not stated)
 : 10.0, 0.64, 0.04
CCC1CN(C(=O)Nc2cccc(C)c2)c2cc(C)ccc2O1 (configuration not stated)
 : 21.7, ., .
Cc1ccc2c(SCC(=O)NCc3ccco3)nc(-c3ccc(F)cc3)nc2c1
 : ., -0.59, -0.18
COc1ccc2c(c1OC)C(=O)N1C(C(=O)O)Cc3c([nH]c4ccccc34)C21 (configuration not stated)
 : 9.4, -0.34, -0.72
O=C(Cc1ccccc1[N+](=O)[O-])NC1CC1
 : -11.1, ., .
COc1cc(/C=C(\NC(C)=O)C(=O)NC(C)(C)C)ccc1OC(C)=O
 : -18.5, 0.36, 0.16
Cc1ccnc(NC(=O)Nc2ccc(Br)cc2Cl)c1
 : 5.0, ., .
O=C(c1oc(=O)c2ccccc2c1-c1ccccc1)N1CCC(O)CC1
 : ., -0.1, 0.18
O=C(O)CN1CCN(Cc2ccccc2F)C1=O
 : 29.7, ., .
COc1ccc(N=c2cc(-c3ccc(OC)cc3)oc3ccccc23)cc1
 : 7.1, -1.78, -1.4
Cc1ccc(C)c(NS(=O)(=O)c2ccc(OCC(=O)NCc3ccco3)cc2)c1
 : 68.8, -1.25, -1.12
O=c1c2ccccc2nc(SCc2ccc([N+](=O)[O-])cc2)n1-c1ccc(Cl)cc1
 : ., -0.42, -0.68
Cc1ccc(/C(N)=N/OC(=O)N2CCOCC2)cc1
 : ., -1.03, -1.11
CC(=O)c1sc(NC(=O)c2cc3c(C)nn(-c4ccccc4)c3s2)nc1C
 : -30.8, 4.03*, 3.84*
COc1ccc(C(=O)/C=C/Nc2ccc(S(=O)(=O)Nc3cccc(C(C)=O)c3)cc2)cc1
 : 64.7, -0.86, 0.13
CC(C)=CC(=O)Nc1c(C)cc(C)cc1Cl
 : 17.6, ., .
Cn1c(SCC(=O)Nc2nccs2)nnc1-c1ccco1
 : -116.7, 1.47, 1.3
COc1ccc(-c2coc3cc(O)ccc3c2=O)cc1OC
 : -70.0, 0.27, 0.49
O=C(Nc1ccc2c(c1)OCO2)C1CCCCN1S(=O)(=O)c1ccccc1 (configuration not stated)
 : 9.4, 0.16, 0.61
COc1cccc(-c2nc(C=O)cs2)c1
 : -81.8, ., .

Given as tab-separated lines: part of the list above
SMILES	Insulin prom inh	sdo1 growth	sdo1 growth Rescue 24 h
CC1=Nc2ccc3ccccc3c2C1(C)C	-160.0	.	.
Cc1ccc(N2CC(C(=O)O)CC2=O)cc1 (configuration not stated)	44.4	.	.
CCCC(CCC(=O)Nc1nccs1)C(=O)O (configuration not stated)	27.8	.	.

(further entries)
Values run as follows: Insulin prom inh, sdo1 growth, sdo1 growth Rescue 24 h
COc1cccc2cc(/C(C)=N/Nc3nc(-c4cc(C)ccc4C)cs3)c(=O)oc12
 : 18.8, -0.55, 0.72
Cc1sc2ncnc(SCC(=O)c3cccs3)c2c1C
 : 0.0, -0.09, 2.32
Cc1[nH]c2ccccc2c1CN1CCc2ccccc2C1
 : 6.5, 0.51, 0.65
Cc1ccc(C(=O)N/C(=C\c2ccc(-c3cc(Cl)ccc3Cl)o2)C(=O)NCc2cccnc2)cc1
 : ., -0.67[5.3 µM], 0.12
O=C(CN1C(=O)CCC1=O)Nc1nc(-c2cccs2)cs1
 : 40.4, 0.25, -0.05
